Abeta yeast res: A-beta toxicity reversal in yeast. yeast expressing A-beta42, growth rescue, OD600, 48 h; response scale: 0% DMSO, 100% iron-clioquinol control. Potency, µM (titrated, usually from 46.1 µM), inactives show at the top dose growth rescue, most hits filed as activators. 410,000 tested, 0.063% active; note: potency is the fitted concentration of half-maximal effect; nearly all actives have a fitted effect of over 55% in size
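Yeast A-beta toxicity model in growth medium with pinned compounds, 48 h at 30 C; growth read as absorbance at 600 nm. Normalized to FeCl3/clioquinol equimolar mix (positive) and DMSO (negative).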
MmCpn inh: inhibitors of Methanococcus maripaludis chaperonin (MmCpn); purified Mm-Cpn ATPase, ADP Transcreener TR-FRET; Potency, µM (series often up to 76.9 µM), for inactives: at the top dose activity, negative = inhibition, actives largely listed as inhibitors; 330,000 tested, 0.031% active; AID 504842; note: potency is the fitted concentration of half-maximal effect; % is set by controls: 0 for no effect and ±100 for the full control effect; nearly all actives have a fitted effect of over 80% in size
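Eu-cryptate anti-ADP/ADP-d2 competition gives a ratio inversely related to ADP. Enzyme at 25 nM was pre-exposed to compound for 10 min, then given 10 uM ATP for 30 min, 37°C throughout.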
aSyn yeast inh: alpha-synuclein toxicity inhibition in yeast. Yeast expressing alpha-synuclein, growth rescue, BacTiter-Glo, 24 h. Potency, µM (series often up to 46.1 µM), for inactives: at the highest dose growth rescue (activation), most hits filed as activators. 370,000 tested, 0.14% active. AID 652106; note: potency is the fitted concentration of half-maximal effect; % of control where 0% means no effect; nearly all actives have a fitted effect of over 65% in size
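Readout is rescue of growth in alpha-synuclein-expressing yeast, so inhibitors of toxicity appear as activators. Growth after 24 hr at 30 deg C in galactose medium is quantified by luminescence.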
PTHR1 ag: PTHR1 (human) receptor agonism. Potency, µM (top dose mostly 115 µM), for the others: at the highest dose activation, hits mostly activators. HEK293 GP2 PTHR1 cells, GloSensor cAMP luminescence, 1 h. Q03431. 410,000 tested, 0.075% active; note: potency is the fitted concentration of half-maximal effect; nearly all actives have a fitted effect of over 55% in size; some results filed as inactive show a strong effect at the top dose; inactives centre near -15; many of its hits are not listed in these tables
Target sequence (Q03431 whole entry, looked up): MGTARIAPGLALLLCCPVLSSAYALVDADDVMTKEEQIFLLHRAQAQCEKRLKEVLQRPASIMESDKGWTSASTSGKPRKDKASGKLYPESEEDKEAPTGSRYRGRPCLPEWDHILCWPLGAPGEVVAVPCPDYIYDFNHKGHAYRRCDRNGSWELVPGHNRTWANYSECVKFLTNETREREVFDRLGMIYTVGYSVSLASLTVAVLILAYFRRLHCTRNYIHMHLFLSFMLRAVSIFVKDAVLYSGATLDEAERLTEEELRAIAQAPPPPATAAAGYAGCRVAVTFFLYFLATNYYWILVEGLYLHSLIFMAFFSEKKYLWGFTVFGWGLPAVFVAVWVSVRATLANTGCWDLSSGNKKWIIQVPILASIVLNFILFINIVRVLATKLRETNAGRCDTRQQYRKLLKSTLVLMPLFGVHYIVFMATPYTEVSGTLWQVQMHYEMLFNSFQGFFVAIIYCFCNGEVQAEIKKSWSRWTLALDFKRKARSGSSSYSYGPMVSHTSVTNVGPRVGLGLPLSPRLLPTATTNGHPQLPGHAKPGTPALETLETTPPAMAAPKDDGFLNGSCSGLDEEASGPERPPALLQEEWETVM
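HEK-293-derived GP2 cells expressing PTHR1 and a GloSensor cAMP reporter, 3,000/well, plated overnight, given luciferin plus IBMX (each 0.5 mM as added) for 1 h at 37 °C, then compound for 1 h at 37 °C. Luminescence was read after 15 min at room temperature.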
TDP43 rescue: rescues yeast growth from TDP-43 toxicity; TDP-43 expressing yeast growth rescue, BacTiter-Glo, 24 h; Potency, µM (series often up to 46.1 µM), for the others: top-dose growth rescue (activation), actives largely listed as activators; 410,000 tested, 1.8% active; AID 652104; note: potency is the fitted concentration of half-maximal effect; % of control where 0% means no effect; nearly all actives have a fitted effect of over 50% in size
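Galactose-induced TDP-43 yeast, OD600=0.02, compound pinned; 24 hr, 30 deg C; BacTiter-Glo luminescence for growth. Inhibitors of TDP-43 toxicity read as activators.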
FUS yeast rescue: FUS proteinopathy suppression in yeast; Potency, µM (highest dose often 76.6 µM), inactives show top-dose growth rescue (activation), most hits filed as activators; S. cerevisiae FUS-expressing, growth rescue, OD600, 24 h; 390,000 tested, 0.24% active;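 note: potency is the fitted concentration of half-maximal effect; plate controls were DMSO vehicle for no effect and reference control for full effect; nearly all actives have a fitted effect of over 55% in size; some results filed as inactive show a strong effect at the top dose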
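Read-out: OD at 600 nm after 24hr at 30C, reporting rescue of FUS-induced yeast toxicity. Cells at OD 0.005 in galactose (2%) minimal medium; compounds tested in a dilution series; CP55940 titration from 92uM final as control.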
Akt phos inh: blocks phosphorylation of Akt | Neuro2A IGF-stimulated pAkt S473 HTRF, 20 min; hits give low values | activity change, % for hits at 50 µM | 360,000 tested, 0.32% active | AID 651550; in the data active = activity change below about -80%; inconclusive = mostly about -51% to -80%; note: % is set by controls: 0 for no effect and ±100 for the full control effect
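Neuro2A cells (4,500/well, DMEM with 0.5% FBS) were treated with compound at a single 50 µM final concentration, stimulated with 6 nM IGF for 20 min at 37 °C, and lysed. Phospho-Akt Ser473 was read by HTRF as 665/615 ratio ×10^4.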
GLP1R cytotox: cytotoxic in the GLP-1 receptor inverse agonist counter-screen | Potency, µM (titrated, usually from 38.3 µM), for inactives: at the highest dose activity change, negative = inhibition, usual class: inhibitors | HEK293 cAMP-luciferase reporter cells, luminescence, 24 h | 410,000 tested, 0.13% active;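 note: loss of luciferase light is scored as toxicity; potency is the fitted concentration of half-maximal effect; % is set by controls: 0 for no effect and ±100 for the full control effect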
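Here, cytotoxicity is scored as loss of luminescence. The MLSMR collection was tested on cells seeded in medium containing 10% Nu serum, with a 24 hr compound exposure preceded by 12 hours of culture.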
GLP1R inv ag: acts as inverse agonist at human GLP-1 receptor; 410,000 tested, 1.6% active; P43220; Potency, µM (series often up to 38.3 µM), for the others: at the top dose activity change, negative = inhibition, usual class: inhibitors; HEK293 GLP-1R CRE-luciferase, luminescence, 24 h; GLP-1R form is constitutively active; note: potency is the fitted concentration of half-maximal effect; % is set by controls: 0 for no effect and ±100 for the full control effect; nearly all actives have a fitted effect of over 55% in size
Target sequence (P43220 whole entry, looked up): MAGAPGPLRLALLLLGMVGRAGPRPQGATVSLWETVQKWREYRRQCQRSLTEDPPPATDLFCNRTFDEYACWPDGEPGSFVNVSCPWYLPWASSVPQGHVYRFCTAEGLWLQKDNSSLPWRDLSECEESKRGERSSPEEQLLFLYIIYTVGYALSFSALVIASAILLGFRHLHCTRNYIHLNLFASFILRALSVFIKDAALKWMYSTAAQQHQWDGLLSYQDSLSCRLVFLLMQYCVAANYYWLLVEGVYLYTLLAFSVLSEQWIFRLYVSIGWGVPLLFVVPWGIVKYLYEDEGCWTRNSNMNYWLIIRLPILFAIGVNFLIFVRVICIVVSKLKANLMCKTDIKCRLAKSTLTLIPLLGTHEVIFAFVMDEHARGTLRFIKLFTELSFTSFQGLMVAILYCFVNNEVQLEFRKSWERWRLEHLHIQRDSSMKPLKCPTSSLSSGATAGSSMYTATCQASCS
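Cells are plated, allowed 12 hours at 37 deg C, then treated with compounds for 24 hr before luciferase detection reagent is added and luminescence is read after 12 min at room temperature. The HEK293 line carries constitutively active GLP-1R with a cAMP-responsive reporter.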
The depositor's hits bear a star; i = inactive; ? = inconclusive; nt = not tested or not shown; [ ] = remark or other dose. Unless noted, calls come from the whole dose curve; as a rule, active = well fitted curve in the direction sought with a large enough effect; inconclusive = small, poorly fitted or top-dose-only effect, or another doubt; inactive = no such curve, though single readings can be large; an effect the other way counts as inactive or inconclusive. These rows are one share of the data; the hit share may differ from the screen's.

Each structure is followed by: Abeta yeast res	MmCpn inh	aSyn yeast inh	PTHR1 ag	TDP43 rescue	FUS yeast rescue	Akt phos inh	GLP1R cytotox	GLP1R inv ag
[1] COCCCNc1nc(NCc2ccc(C)cc2)c2cnn(C)c2n1
    2%	nt	nt	-18%	0%	4%	nt	-4%	13%
[2] CC1(C(=O)Nc2cccc(OC(F)(F)F)c2)Cc2c(-c3ccc4c(c3)OCO4)ccnc2O1 (stereo not given)
    -2%	nt	3.5µM*	-5%	0%	31%	i	?	?
[3] O=C(c1ccccc1F)N1CCC(N2CCCCCC2)CC1
    0%	-3%	-5%	i	-12%	8%	i	-3%	8%
[4] Cc1ccc(C)c(NC(=O)C2Cc3ccccc3CN2C(=O)OCc2ccccc2)c1 (stereo not given)
    15%	1%	7%	23%[57.5 µM]	5%	?	i	6%	?
[5] CCN1C(=O)/C(=C2\SC(N3CCOCC3)=NC2=O)c2ccccc21
    -1%	0%	3%	-14%	-3%	-30%	i	-5%	14%
[6] C=C(C)CSc1nc2sc3c(c2c(=O)n1-c1ccccc1)CCN(C)C3
    -19%	-10%	16%	?	-15%	42%	i	22%	-4%
[7] O=S(=O)(c1ccccc1)N1N=C(c2ccc(O)cc2)CC1c1ccco1 (stereo not given)
    -11%	-1%	9%	-38%[inhibitor]	-13%	17%	i	13%	?
[8] COCCn1nnnc1C(c1ccccc1)N1CCN(C)CC1 (stereo not given)
    -9%	?	2%	-7%[57.5 µM]	25%	-7%	i	6%	0%
[9] O=C1NC(=S)N/C1=C/c1cc2c(cc1[N+](=O)[O-])OCO2
    1%	1%	3%	-23%	-6%	-21%	i	-13%	16%
[10] COCCCNC(=O)c1csc([C@@H]2C[C@H](O)[C@@H](CO)O2)n1
    0%	nt	3%	i	?	-14%	i	2%	-11%
[11] O=C(c1cc(S(=O)(=O)N2CCCCC2)ccc1N1CCOCC1)N1CCN(Cc2ccccc2)CC1
    9%	3%	-8%	-13%	-13%[0.397 µM]	11%	i	-1%	-14%
[12] O=C(O)c1ccc(S(=O)(=O)c2ccc(Sc3ccc(C(=O)O)c(C(=O)O)c3)cc2)cc1
    24%	0%	5%	i	3%	8%	i	16%	-3%
[13] Cc1ccc(CNCC(=O)Nc2ccc(N3CCOCC3)cc2)cc1
    -7%	-3%	1%	-11%	-2%	-1%	i	-2%	-1%
[14] CCc1ccc(N(C(=O)c2csnn2)C(C(=O)NC(C)(C)C)c2cccnc2)cc1 (stereo not given)
    -4%	-2%	-1%	i	-11%[0.397 µM]	14%	i	-4%	10%
[15] COc1cccc(CNc2ccc(S(N)(=O)=O)cc2)c1OC
    -3%	2%	1%	?	-20%	23%	i	0%	0%
[16] Clc1cc2c(nn1)Nc1ccccc1S2
    8%	-1%	5%	-7%	26%	0%	i	2%	13%
[17] Cc1ccc(OCc2n[nH]c(=S)n2-c2ccc(C)cc2)cc1
    ?	-1%	2%	i	9%	14%	i	-21%	-22%
[18] O=C(O)C1CCCN(S(=O)(=O)c2cccs2)C1 (stereo not given)
    -14%	-1%	0%	i	-21%	-3%	i	8%	5%
[19] O=C(O)CCCCCNC(=O)CCn1cnc2ccccc2c1=O
    11%	2%	16%	i	5%	9%	i	-15%	0%
[20] O=C(CCc1nnc2ccc(N3CCC4(CC3)OCCO4)nn12)Nc1ccc(F)cc1
    22%	0%	13%	-20%	13%	0%	i	-4%	8%
[21] C/C(N)=C(/C#N)C(=O)CSc1nnc(-c2ccc3c(c2)OCO3)o1
    0%	-1%	-10%	-43%[inhibitor]	-23%	2%	i	?	?
[22] COc1ccc(/C=C/C(=O)c2ccc3ccccc3c2O)cc1CN1CCOCC1
    -10%	-2%	5%	i	-1%	15%	i	3%	?
[23] CCN(Cc1nc2ccccc2c(=O)[nH]1)Cc1nc2cc(OC)c(OC)cc2c(=O)[nH]1
    3%	-3%	-1%	i	-8%	26%	i	-7%	0%
[24] O=c1[nH]c2cc3ccccc3cc2nc1C(F)(F)F
    26%	-4%	-4%	-17%	30%	17%	i	-2%[0.307 µM]	9%[0.307 µM]
[25] O=[N+]([O-])c1cc(Br)c(Nc2ccccc2)c([N+](=O)[O-])c1
    -85%[inhibitor]	1%	6%	-43%[inhibitor]	3.5µM*	-27%	i	?	4%
[26] O=C(COC(=O)/C=C/c1ccc([N+](=O)[O-])cc1)Nc1ccc2[nH]c(=O)[nH]c2c1
    4%	-3%	-1%	i	13%	-3%	i	-4%	10%
[27] CCCCN(CC)c1nc(N)c(C#N)c(CC#N)c1C#N
    4%	-14%	4%	-15%	20%	20%	i	66%[activator]	0%
[28] Cc1ccc(Cn2c(=O)c3ccccc3n3c(-c4cccc(O)c4)nnc23)cc1
    -19%	nt	nt	-94%[inhibitor]	3%	-12%	nt	18%	19%
[29] CN1CCN(C(=S)c2ccc(Cl)cc2)CC1
    14%	1%	2%	i	4%	4%	i	-1%	-7%
[30] COc1ccc(C(=O)CN2CCN(S(=O)(=O)c3ccc(C(C)C)cc3)CC2)cc1
    -6%	nt	nt	-43%[inhibitor]	-1%	3%	nt	-11%	-29%
[31] CCOC(=O)N1CCN(c2ccccc2OC)CC1
    7%	-1%	5%	-19%	?	-10%	i	-8%	19%
[32] COc1ccccc1-c1noc(CCC(=O)Nc2ccccc2Cl)n1
    -2%	-4%	?	-5%[57.5 µM]	-4%	25%	nt	6%	2%
[33] CC1(C)CC(=O)C2=C(C1)N(c1ccc(F)cc1)C(=O)CC2c1ccccc1 (stereo not given)
    -5%	-1%	-11%	i	7%	19%	i	-15%	-7%
[34] CC(OC(=O)CCN=C1NS(=O)(=O)c2ccccc21)C(=O)c1ccccc1 (stereo not given)
    2%	1%	0%	-27%	12%	nt	i	-7%	0%
[35] c1ccc(CN2CCN(C(c3ccccc3)c3nnnn3Cc3ccccc3)CC2)cc1 (stereo not given)
    1%	1%	0%	i	2%	8%	i	10%	?
[36] CCOc1[nH]n(-c2ccc(Cl)cc2)c(=O)c1C=NCC(=O)OC
    -2%	-1%	16%	i	9%	6%	i	-1%	-7%
[37] CO[C@H](C(=O)N(C)C[C@@H]1OCc2ccccc2-c2c(n(C)c3ccccc23)C(=O)N([C@H](C)CO)C[C@@H]1C)c1ccccc1
    -10%	nt	-6%	-13%	-20%	17%	i	-3%	7%
[38] CC(=O)N1c2ccccc2CC1C(=O)N1CCN(c2ccc(F)cc2)CC1 (stereo not given)
    -13%	nt	nt	i	24%	7%	nt	-2%	-5%
[39] Cc1nn(Cc2noc(C(=O)NCCc3ccccn3)n2)c(C)c1Br
    3%	3%	-1%	i	-8%	7%	i	-6%	-5%
[40] O=C(Nc1nc2ccc(S(=O)(=O)N3CCCC3)cc2s1)c1ccco1
    -7%	1%	0%	i	-28%	-8%	i	-1%	1%
[41] CCOC(=O)c1ccc(Oc2nc(SC)nc(N(C)C)n2)cc1
    -49%	2%	11%	i	-5%	33%	i	9%	?
[42] CC(C)Cn1cnc2c(c1=N)C(c1ccccc1)C1=C(CC(C)(C)CC1=O)O2 (stereo not given)
    -9%	0%	3%	i	-12%	18%	i	-18%	?
[43] Cc1nn(Cc2c(F)c(F)c(F)c(F)c2F)c(C)c1NC(=O)c1cccc(COc2ccccc2Cl)c1
    -18%	1%	-1%	-12%[57.5 µM]	-22%	19%	nt	2%	-7%

Arranged by molecular weight (falling): three of the compounds above
Each structure is followed by: Abeta yeast res	MmCpn inh	aSyn yeast inh	PTHR1 ag	TDP43 rescue	FUS yeast rescue	Akt phos inh	GLP1R cytotox	GLP1R inv ag
[39] Cc1nn(Cc2noc(C(=O)NCCc3ccccn3)n2)c(C)c1Br
    3%	3%	-1%	i	-8%	7%	i	-6%	-5%
[34] CC(OC(=O)CCN=C1NS(=O)(=O)c2ccccc21)C(=O)c1ccccc1 (stereo not given)
    2%	1%	0%	-27%	12%	nt	i	-7%	0%
[33] CC1(C)CC(=O)C2=C(C1)N(c1ccc(F)cc1)C(=O)CC2c1ccccc1 (stereo not given)
    -5%	-1%	-11%	i	7%	19%	i	-15%	-7%

Arranged by the number under GLP1R inv ag (high to low): six from the list above
No.	SMILES	MmCpn inh	PTHR1 ag	Akt phos inh	GLP1R inv ag
31	CCOC(=O)N1CCN(c2ccccc2OC)CC1	-1%	-19%	i	19%
37	CO[C@H](C(=O)N(C)C[C@@H]1OCc2ccccc2-c2c(n(C)c3ccccc23)C(=O)N([C@H](C)CO)C[C@@H]1C)c1ccccc1	nt	-13%	i	7%
32	COc1ccccc1-c1noc(CCC(=O)Nc2ccccc2Cl)n1	-4%	-5%[57.5 µM]	nt	2%
40	O=C(Nc1nc2ccc(S(=O)(=O)N3CCCC3)cc2s1)c1ccco1	1%	i	i	1%
38	CC(=O)N1c2ccccc2CC1C(=O)N1CCN(c2ccc(F)cc2)CC1 (stereo not given)	nt	i	nt	-5%
36	CCOc1[nH]n(-c2ccc(Cl)cc2)c(=O)c1C=NCC(=O)OC	-1%	i	i	-7%
